HKDC1 inh – inhibitors of human hexokinase HKDC1; Q2TB90; recombinant HKDC1, G6PDH/diaphorase resazurin coupled fluorescence; inhibition, % at 20 µM; 340,000 tested, 0.16% active;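 active = inhibition above about 35% when tested at 20 µM, limit read from the data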;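 note: plate controls were DMSO wells with enzyme for no effect and DMSO wells lacking enzyme for full effect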
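Assay system: recombinant HKDC1 hexokinase; detection: coupled resazurin fluorescence, excitation 525 nm, emission 613 nm; benchmarks: DMSO-plus-enzyme-mix negative control, buffer-substituted positive control; compound dosing: single 20 µM dose; schedule: 90 min at room temperature in dark; also added: glucose plus 1 mM ATP as hexokinase substrates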
SENP8 inh – blocks the human protease SENP8. Q96LD8. AID 2540. inhibition, % at 10 µM. 330,000 tested, 1.2% active. purified SENP8, Z-RLRGG-aminoluciferin cleavage, luminescence
Target sequence (Q96LD8 whole entry, looked up): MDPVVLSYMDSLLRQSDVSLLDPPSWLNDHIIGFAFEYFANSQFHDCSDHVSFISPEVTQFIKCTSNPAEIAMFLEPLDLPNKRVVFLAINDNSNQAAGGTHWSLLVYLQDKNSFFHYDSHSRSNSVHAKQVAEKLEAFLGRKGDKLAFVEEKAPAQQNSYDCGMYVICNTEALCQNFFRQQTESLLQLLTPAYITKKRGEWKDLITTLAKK
SENP7 block – blocks the human protease SENP7. inhibition, % at 5 µM. 330,000 tested, 1.5% active. Q9BQF6. AID 434973. recombinant SENP7, Z-RLRGG-aminoluciferin luminescence, 40 min;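 active = inhibition above about 50% at the single test dose, limit read from the data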;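 note: plate controls were DMSO with enzyme for no effect and no enzyme buffer wells for full effect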
Target sequence (Q9BQF6 706-1050 limits assumed): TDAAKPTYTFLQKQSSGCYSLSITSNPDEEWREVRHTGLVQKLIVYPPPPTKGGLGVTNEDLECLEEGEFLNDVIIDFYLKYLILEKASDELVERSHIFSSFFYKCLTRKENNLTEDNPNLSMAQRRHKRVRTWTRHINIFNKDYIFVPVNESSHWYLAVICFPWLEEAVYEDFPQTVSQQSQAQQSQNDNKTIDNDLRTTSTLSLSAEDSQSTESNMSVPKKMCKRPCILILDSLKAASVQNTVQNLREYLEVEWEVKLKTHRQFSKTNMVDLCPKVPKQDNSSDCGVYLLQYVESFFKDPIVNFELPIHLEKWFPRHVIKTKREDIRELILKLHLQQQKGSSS
Jurkat NFkB inh – inhibitors of the PMA/ionomycin-induced NF-kB reporter in Jurkat cells; inhibition, % at 4 µM; AID 435003; 330,000 tested, 0.53% active; PMA/ionomycin-induced NF-kB luciferase reporter, luminescence
Apaf-1 inh – human Apaf-1 inhibition. O14727. reconstituted apoptosome caspase-3 activity, DEVD-Rh110 fluorescence. inhibition, % at 20 µM. 330,000 tested, 0.71% active; active = inhibition of at least 40% at 20 µM;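 note: plate controls were DMSO wells for no effect and DEVD-CHO caspase inhibitor wells for full effect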
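Assay system – apoptosome proteins · Medium – Hepes buffer, pH 7.5 · Also added – cytochrome c with DEVD-Rh110 · Timing – 30 min compound preincubation, 50 min activation, room temperature · Detection – Rh110 fluorescence, excitation 480 nm, emission 540 nm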
697 NFkB inh – lowers PMA/ionomycin-induced NF-kB signal in 697 B cells. 697 B-cell NF-kB luciferase reporter, 16 h. inhibition, % at 4 µM. 330,000 tested, 0.33% active. AID 435022; in the data active = inhibition above about 35%
Gli-Sufu antag – blocks Gli-Sufu signaling in a luciferase reporter; 340,000 tested, 0.74% active; Sufu-KO-LIGHT fibroblasts, Gli luciferase reporter luminescence; inhibition, % at 5 µM;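 active = inhibition above about 55%, limit read from the data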;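 note: 0% = DMSO-treated cells and 100% = wells with medium but no cells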
UBC13 polyUb – blocks human UBC13 polyubiquitin chain formation; P61088; TR-FRET; inhibition, % at 20 µM; 330,000 tested, 0.47% active; AID 485273; in the data active = inhibition above about 45%, passing the limit was not always enough
Target sequence (P61088 whole entry, looked up): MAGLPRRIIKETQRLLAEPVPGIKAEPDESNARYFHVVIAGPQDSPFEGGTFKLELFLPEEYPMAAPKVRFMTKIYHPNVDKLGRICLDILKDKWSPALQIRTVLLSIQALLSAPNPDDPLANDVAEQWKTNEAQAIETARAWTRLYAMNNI
* marks the source's active call; other numbers are inactive results. Cut-off read from the data, not from the text of the source, unless noted: active = inhibition above about 50%; inactive = the rest.

SMILES	HKDC1 inh	SENP8 inh	SENP7 block	Jurkat NFkB inh	Apaf-1 inh	697 NFkB inh	Gli-Sufu antag	UBC13 polyUb
O=C(NNc1ccccc1)C(=O)NNS(=O)(=O)c1ccc([N+](=O)[O-])cc1	-9	1	1	22	-8	18	4	3
O=C1C2CC=CCC2C(=O)N1c1ccc(NCCc2cccc(F)c2)c([N+](=O)[O-])c1 (configuration not stated)	-3	8	5	-3	16	-22	8	-16
CC(/C=C/c1ccco1)=N\NC(=O)c1cc(Cl)ccc1O	1	-3	-1	-4	-4	-20	19	-5
CC(C)Sc1cc(N2CCCC2)nc(-c2ccc(F)cc2)n1	-3	0	9	6	5	13	2	-7
CC(C)C(NC(=O)c1ccco1)C(=O)NCC(c1ccco1)N(C)C (configuration not stated)	-4	5	1	12	-2	21	2	-3
CCOc1ccc(N2C(=O)CC(NC3CCN(C(=O)c4ccc(F)cc4)CC3)C2=O)cc1 (configuration not stated)	-9	0	4	-9	8	7	-12	-4
C/C(=N/NC(=O)C(O)(c1ccccc1)c1ccccc1)c1ccc([N+](=O)[O-])o1	1	2	0	2	-2	11	-9	-2
C=CCn1c(SCC(=O)Nc2ccc(F)cc2F)nnc1-c1cnccn1	-3	-1	2	7	-2	-11	-21	8
Cn1c(N)c(C(=O)COC(=O)c2cnc(Cl)c(Cl)c2)c(=O)n(C)c1=O	-6	0	-3	4	-8	15	6	7
CCCCNc1cc(NC(C)=O)cc2cc(OC)c(OC)cc12	21	32	-10	26	62*	24	12	-42
O=c1cc(CSc2nnc(NC3CCCCC3)s2)nc2sccn12	-4	-4	-4	-25	2	-14	6	-1
COc1ccc(CC(=O)N2CCN(c3ccccn3)CC2)cc1OC	-2	-13	-5	0	-2	6	1	-3
Cc1nc2ccc(NC(=O)c3ccc(Cl)c(S(=O)(=O)N(C)c4ccccc4)c3)cc2s1	2	-6	3	16	8	-53	7	11
COC(=O)c1sccc1N(C)S(C)(=O)=O	-12	-2	1	-30	3	4	-7	1
CCCn1nc(CC(=O)O)c2ccccc2c1=O	-4	-11	12	4	9	11	-2	-1
C/C(=N\Nc1ccc([N+](=O)[O-])cc1)c1ccc(N2CCOCC2)cc1	-3	2	9	-20	-24	-29	-25	-37
O=C(COc1ccc(Br)cc1)N/N=C1/SCC(=O)N1Cc1ccccc1	-5	2	6	-8	8	-33	-16	11
O=C(Nc1ccccc1)[C@@H]1CC=C[C@@H]2CCN(Cc3ccc(Cl)c(Cl)c3)C(=O)[C@@H]21	1	5	-1	18	24	4	9	6
COc1cc(C(=O)OCC(=O)Nc2ccc(OC(F)F)cc2)cc(OC)c1OC	1	-1	-5	0	8	20	4	6
Cc1cccc(N2CCCC2=Nc2ccc(Br)cc2C#N)c1	3	-7	-4	62*	7	6	2	-1
Cc1noc(C)c1COC(=O)c1ccc2c(c1)OCCO2	3	-24	-6	-14	6	-24	-1	11
O=C(CNC(=O)c1ccc(Cl)cc1)OCCN1C(=O)c2ccccc2C1=O	-1	11	0	9	-12	13	-8	-1
Cc1cc(F)ccc1NCC(=O)Nc1ccc(Br)cc1C	-2	6	-3	-2	10	9	-3	3
Cc1ccnc(NC(=O)CCC(=O)c2cccs2)c1	1	75*	56*	-31	11	-146	-10	-8

As entered above:
Jurkat NFkB inh with Cn1c(N)c(C(=O)COC(=O)c2cnc(Cl)c(Cl)c2)c(=O)n(C)c1=O reads 4
HKDC1 inh with O=C(CNC(=O)c1ccc(Cl)cc1)OCCN1C(=O)c2ccccc2C1=O reads -1

The list continues:
SMILES	HKDC1 inh	SENP8 inh	SENP7 block	Jurkat NFkB inh	Apaf-1 inh	697 NFkB inh	Gli-Sufu antag	UBC13 polyUb
CC(C)=CCc1c(O)cc(O)c2c(=O)c3c(CC=C(C)C)c(O)ccc3oc12	0	-7	-10	-9	3	-29	16	-21
Nc1c(Cl)c(Cl)nc(C(=O)OCC(=O)N2CCCC2=O)c1Cl	-6	5	-5	13	3	0	-11	4
O=C(Cn1nnc(-c2ccc3c(c2)OCO3)n1)Nc1ccccc1C(=O)O	0	80*	60*	-7	-1	-36	-4	5
COc1ccc(CNC(=O)CCNS(=O)(=O)c2ccc3c(c2)oc(=O)n3C)cc1	-3	1	8	-1	6	-8	-16	-1
CCOc1ccc(NCc2cccn2-c2nnc(N3CCC(C(=O)NCCCN4CCCCC4)CC3)s2)cc1	-4	8	6	-11	19	-16	-9	2
COc1cc(/C=N\NC(=O)Cn2nnc3ccccc32)cc(OC)c1OC	3	0	-3	-19	0	-2	-7	-11
Cn1nc(-c2ccc(Cl)cc2)c2cc(C(=O)N3CCOCC3)sc21	4	5	5	2	12	-2	-2	9
O=C(CN1C(=O)COc2ccc(S(=O)(=O)N3CCCCC3)cc21)NCc1ccc(F)cc1	-1	2	-1	8	17	-6	5	-11
COc1cc(NC(=S)NCCc2ccccc2)c(OC)cc1NC(=O)CC(C)C	15	2	5	-10	14	-9	4	0
O=[N+]([O-])c1ccc(/C=C/c2ccc3cccc([N+](=O)[O-])c3n2)cc1	-3	-17	-3	-33	-107	-37	-12	-10
CCCCN(CC)c1nc(-c2ccncc2)nc2ccccc12	-1	2	0	-2	22	-11	11	23
O=C(CSC1=NC(=O)C(c2ccccc2)C(=O)N1)Nc1ccccc1[N+](=O)[O-] (configuration not stated)	-5	-1	-8	-14	-3	-5	0	-4

Shown in markdown: 16 of the compounds above
| Structure | HKDC1 inh | SENP8 inh | SENP7 block | Jurkat NFkB inh | Apaf-1 inh | 697 NFkB inh | Gli-Sufu antag | UBC13 polyUb |
| --- | --- | --- | --- | --- | --- | --- | --- | --- |
| CCCn1nc(CC(=O)O)c2ccccc2c1=O | -4 | -11 | 12 | 4 | 9 | 11 | -2 | -1 |
| C/C(=N\Nc1ccc([N+](=O)[O-])cc1)c1ccc(N2CCOCC2)cc1 | -3 | 2 | 9 | -20 | -24 | -29 | -25 | -37 |
| O=C(COc1ccc(Br)cc1)N/N=C1/SCC(=O)N1Cc1ccccc1 | -5 | 2 | 6 | -8 | 8 | -33 | -16 | 11 |
| O=C(Nc1ccccc1)[C@@H]1CC=C[C@@H]2CCN(Cc3ccc(Cl)c(Cl)c3)C(=O)[C@@H]21 | 1 | 5 | -1 | 18 | 24 | 4 | 9 | 6 |
| COc1cc(C(=O)OCC(=O)Nc2ccc(OC(F)F)cc2)cc(OC)c1OC | 1 | -1 | -5 | 0 | 8 | 20 | 4 | 6 |
| Cc1cccc(N2CCCC2=Nc2ccc(Br)cc2C#N)c1 | 3 | -7 | -4 | 62* | 7 | 6 | 2 | -1 |
| Cc1noc(C)c1COC(=O)c1ccc2c(c1)OCCO2 | 3 | -24 | -6 | -14 | 6 | -24 | -1 | 11 |
| O=C(CNC(=O)c1ccc(Cl)cc1)OCCN1C(=O)c2ccccc2C1=O | -1 | 11 | 0 | 9 | -12 | 13 | -8 | -1 |
| Cc1cc(F)ccc1NCC(=O)Nc1ccc(Br)cc1C | -2 | 6 | -3 | -2 | 10 | 9 | -3 | 3 |
| Cc1ccnc(NC(=O)CCC(=O)c2cccs2)c1 | 1 | 75* | 56* | -31 | 11 | -146 | -10 | -8 |
| CC(C)=CCc1c(O)cc(O)c2c(=O)c3c(CC=C(C)C)c(O)ccc3oc12 | 0 | -7 | -10 | -9 | 3 | -29 | 16 | -21 |
| Nc1c(Cl)c(Cl)nc(C(=O)OCC(=O)N2CCCC2=O)c1Cl | -6 | 5 | -5 | 13 | 3 | 0 | -11 | 4 |
| O=C(Cn1nnc(-c2ccc3c(c2)OCO3)n1)Nc1ccccc1C(=O)O | 0 | 80* | 60* | -7 | -1 | -36 | -4 | 5 |
| COc1ccc(CNC(=O)CCNS(=O)(=O)c2ccc3c(c2)oc(=O)n3C)cc1 | -3 | 1 | 8 | -1 | 6 | -8 | -16 | -1 |
| CCOc1ccc(NCc2cccn2-c2nnc(N3CCC(C(=O)NCCCN4CCCCC4)CC3)s2)cc1 | -4 | 8 | 6 | -11 | 19 | -16 | -9 | 2 |
| COc1cc(/C=N\NC(=O)Cn2nnc3ccccc32)cc(OC)c1OC | 3 | 0 | -3 | -19 | 0 | -2 | -7 | -11 |

Carrying on:
SMILES	HKDC1 inh	SENP8 inh	SENP7 block	Jurkat NFkB inh	Apaf-1 inh	697 NFkB inh	Gli-Sufu antag	UBC13 polyUb
COc1ccccc1N(CC(N)=O)S(=O)(=O)c1ccc(C)cc1	0	3	-5	8	-12	10	-34	-9
Oc1c(Br)cc(Br)cc1CNc1ccccn1	2	3	0	4	-10	18	-1	11
Cc1cc(C)n(-c2ccc(C(=O)Nc3nnc(C)s3)cc2)n1	-10	-11	12	2	-5	2	4	-1
COc1ccc(C)cc1NC(=O)COC(=O)C1COc2ccccc2O1 (configuration not stated)	-2	2	4	11	-53	6	2	8
COc1cccc(/C=C/C(=O)OCC(=O)Nc2ccc3[nH]c(=O)[nH]c3c2)c1OC	3	-6	2	-1	11	15	10	2
COc1ccc(OC)c(S(=O)(=O)N2c3ccccc3CC2C)c1 (configuration not stated)	6	5	-6	-6	-7	10	-5	5
CC(C)(C)OC(=O)N1CCC(C(N)=O)CC1	-3	-1	-1	5	-5	6	2	3
CC(=O)Nc1ccc(S(=O)(=O)N2CCN(Cc3cccc([N+](=O)[O-])c3)CC2)cc1	-11	-2	2	26	6	13	9	2
CC(=O)Nc1ccc(S(=O)(=O)NCc2ccc(C(=O)NCCCN3CCC(C)CC3)cc2)cc1	-2	2	-1	6	-8	16	-2	-5
Nc1nc(SCc2ccccc2)n[nH]1	-1	6	5	3	-9	6	-11	-1
COc1ccc(C(=O)Nc2ncccc2C)cc1S(=O)(=O)N1CCOCC1	-11	-3	4	6	-2	-4	-9	-3
CCCCNC(=O)O[C@@H]1C[C@H]2CCC(=O)N3CC[C@@H](C1)[C@@H]23	-6	-7	-3	-1	1	-16	2	-8
Cc1ccc(NC(=O)CSc2ccccc2)cc1S(=O)(=O)N1CCCCC1	0	4	3	5	9	16	-15	8
CC1(c2nnc(-c3cccc(Cl)c3)o2)CC(c2ccc(F)cc2)=NO1 (configuration not stated)	1	-17	-7	-12	15	-43	-16	10
Cc1c(C(=O)NCc2cccs2)oc2ccc(Br)cc12	-5	-13	-4	-22	8	-40	-25	-8
Cc1ccc(N(CC(=O)Nc2ccc(-c3nc4ccc(C)cc4s3)cc2)S(C)(=O)=O)cc1	-4	-2	-13	-125	18	-144	-107	-17
O=C1c2ccccc2C(=O)N1CN(C(=O)COc1ccccc1)c1ccccc1	15	-4	-5	-6	4	-12	4	-3
CCOCCCNC(=O)c1c(C)[nH]c(C(=O)OCC)c1C	-9	-1	-1	5	0	14	-13	-1
COc1ccc(CN2CCN(C(C)C)C(CCO)C2)cc1Cn1cncn1 (configuration not stated)	-5	8	9	-29	11	5	9	2
C[N+]1(CCCCSc2ccc(O)cc2)CCCCC1	16	-10	-9	1	5	-1	14	-13
CC(C)c1ccc(O)c(NC(=O)c2cncc(Br)c2)c1	-1	-4	0	-8	1	11	6	-10
O=C(Nc1ccccc1C(=O)N1CCOCC1)C1CCCO1 (configuration not stated)	1	5	5	9	-16	20	10	10
CCc1c(C)sc(NC(=O)c2ccco2)c1C(=O)N1CCOCC1	-9	-5	4	-12	-13	3	5	-1
O=c1c(Cc2c(F)cccc2Cl)c(O)ccn1C1CC1	-1	1	1	2	-5	-1	0	11
Cc1cc(C)cc(N(C(=O)c2sc(C)nc2C)C(C(=O)NCc2ccco2)c2ccccc2)c1 (configuration not stated)	5	-17	-9	-9	10	4	4	-8
COc1cccc(N(CC(=O)Nc2cccc(C(C)=O)c2)S(C)(=O)=O)c1	0	0	-2	-12	8	0	77*	2
COc1ccc2[nH]c(=O)c(CNc3ccccc3)cc2c1	20	-9	3	-80	29	-136	-65	-36
O=S(=O)(NCc1csc(-c2cccnc2)n1)c1ccc2c(c1)OCCO2	-8	-5	-7	-6	-3	-3	7	-1
CCCc1cc(=O)n2[nH]c(-c3cccc(Br)c3)cc2n1	7	-15	-4	-63	-4	-97	-41	4
COc1ccc(CCC(=O)N2CCc3ccccc32)cc1	-2	-17	11	-60	10	-47	-62	-2

Screening results (PubChem)
